Menin MLL FP TR – qHTS Assay for Inhibitors Targeting the Menin-MLL Interaction in MLL Related Leukemias: Competition With Texas Red Labeled MLL-derived Mutant Peptide; O00255; Menin + Texas Red MLL mutant peptide, fluorescence polarization; Potency, µM (titrated, usually from 61.6 µM), for inactives: top-dose FP activity change, negative = inhibition, hits mostly inhibitors; actives 0.23% (n = 270,000); active means well fitted inhibition curve with a large enough effect in the polarisation, with a control signal flat, not every such curve was filed as active; inconclusive means small, poorly fitted or top-dose-only effect, or effect the other way, or a change in a side signal; inactive means no such curve, though single readings can be large or run the other way; the % refers to the polarisation; further: potency means the concentration at half of the fitted maximal effect; % of control where 0% means no effect; many of its hits are not listed in these tables
USP2a inh – qHTS Assay for Inhibitors of Ubiquitin-specific Protease USP2a Using CHOP2 as the Reporter; actives 0.01% (n = 330,000); Ubiquitin carboxyl-terminal hydrolase 2 (Homo sapiens), O75604; USP2 core, Ub-CHOP2 coupled fluorogenic reporter, 485/531; Potency, µM (series often up to 38.3 µM), for the others: at the top dose activity change, negative = inhibition, actives largely listed as inhibitors; AID 463254, 2010;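 further: potency means the concentration at half of the fitted maximal effect; plate controls were DMSO wells for no effect and full inhibition by NEM control for full effect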
Target sequence (O75604 whole entry, looked up): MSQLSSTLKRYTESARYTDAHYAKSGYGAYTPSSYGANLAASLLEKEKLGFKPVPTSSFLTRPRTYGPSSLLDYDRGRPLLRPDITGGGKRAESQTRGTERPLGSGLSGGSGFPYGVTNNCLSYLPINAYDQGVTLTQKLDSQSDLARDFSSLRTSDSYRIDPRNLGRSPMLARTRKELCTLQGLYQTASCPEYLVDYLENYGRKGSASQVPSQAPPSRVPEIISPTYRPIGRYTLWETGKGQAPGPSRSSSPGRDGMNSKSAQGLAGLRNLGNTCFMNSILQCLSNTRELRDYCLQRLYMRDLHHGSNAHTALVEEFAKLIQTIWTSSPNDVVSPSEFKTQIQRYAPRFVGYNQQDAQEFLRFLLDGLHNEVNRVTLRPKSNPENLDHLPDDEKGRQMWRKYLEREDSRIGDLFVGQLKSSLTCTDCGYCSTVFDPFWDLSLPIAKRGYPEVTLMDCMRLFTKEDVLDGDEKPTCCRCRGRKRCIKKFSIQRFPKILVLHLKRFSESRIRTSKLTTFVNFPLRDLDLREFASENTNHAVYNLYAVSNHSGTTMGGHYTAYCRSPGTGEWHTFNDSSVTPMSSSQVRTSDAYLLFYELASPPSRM
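Cell-free coupled assay: 10nM USP2 core preincubated 30min RT with compound in Tris-HCl pH 8.0/CaCl2/CHAPS buffer, then 25nM Ub-CHOP2 and 25nM reporter substrate; fluorescence (Ex 485/Em 531) read after 60min RT, normalized to NEM inhibition, concentration-response curves fitted.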
PKM2 activator – qHTS Assay for Activators of Human Muscle isoform 2 Pyruvate Kinase; Pyruvate kinase PKM (Homo sapiens), P14618; purified PKM2, Kinase-Glo ATP luminescence, activation; response scale: 0% is enzyme alone, no compound; Potency, µM (series often up to 57.5 µM), for inactives: top-dose activation, most hits filed as activators; actives 0.34% (n = 260,000); further: potency means the concentration at half of the fitted maximal effect; on the % scale 0 is the no-effect control and ±100 the full control effect; nearly all actives have a fitted effect of over 55% in size
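Purified hPK-M2 (>95%) run at intermediate activity with 0.1 mM ADP and 0.5 mM PEP in 50 mM imidazole pH 7.2, KCl, MgCl2; 1 h room temperature. ATP formed read by Kinase-Glo luminescence; normalized to uninhibited and no-enzyme controls.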
GALK inhibitor – qHTS Assay for Inhibitors of Human Galactokinase (GALK); P51570; Purified GALK, Kinase-Glo residual ATP luminescence; Potency, µM (series often up to 57.5 µM), without a hit: at the highest dose activity change, negative = inhibition, usual class: inhibitors; actives 0.007% (n = 270,000); AID 1868, 2009; further: potency means the concentration at half of the fitted maximal effect; on the % scale 0 is the no-effect control and ±100 the full control effect
Target sequence (P51570 whole entry, looked up): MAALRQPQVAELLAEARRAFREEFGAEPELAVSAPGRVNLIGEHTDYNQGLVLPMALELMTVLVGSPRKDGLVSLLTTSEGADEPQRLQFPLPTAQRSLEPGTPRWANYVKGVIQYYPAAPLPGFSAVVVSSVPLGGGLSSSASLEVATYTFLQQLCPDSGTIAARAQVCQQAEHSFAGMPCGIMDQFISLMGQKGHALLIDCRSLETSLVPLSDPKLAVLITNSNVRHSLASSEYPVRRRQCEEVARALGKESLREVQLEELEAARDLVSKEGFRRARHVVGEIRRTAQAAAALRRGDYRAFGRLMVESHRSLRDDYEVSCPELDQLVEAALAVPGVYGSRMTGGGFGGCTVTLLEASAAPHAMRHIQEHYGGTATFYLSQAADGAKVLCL
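ATP-depletion format; final 35 uM ATP, 100 uM D-galactose, 5 nM enzyme; pH 8.0 HEPES/Mg2+ buffer; 60 min RT; luminescence read 10 min after detection reagent.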
hERG WT inh – qHTS for Inhibitors of KCHN2 3.1: Wildtype qHTS; AID 720551, 2013; activity change, % at 1.84 µM; U2OS, BacMam KCNH2, thallium flux FluxOr; hits give low values; actives 0.37% (n = 340,000); Voltage-gated inwardly rectifying potassium channel KCNH2 (Homo sapiens), Q12809;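 active means maximum activity change below -70%; inconclusive means maximum activity change between -70% and -50%; inactive means maximum activity change above -50%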; further: on the % scale 0 is the no-effect control and ±100 the full control effect
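U2OS cells were transduced with wild-type KCNH2 virus (2.03 x 10^8 / mL) for 4 h at room temperature, then cultured overnight at 37 C. Thallium flux was read with FluxOr dye. Rate constants were normalized to DMSO controls.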
B2AR arrestin – qHTS assay of beta-arrestin-biased ligands of beta2-adrenergic receptor; Beta-2 adrenergic receptor (Homo sapiens), P07550; beta-arrestin recruitment to beta2AR, cell-based reporter; Potency, µM (highest dose often 46.1 µM), without a hit: top-dose activation, actives largely listed as activators; actives 0.02% (n = 330,000); AID 492947, 2010;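 further: potency means the concentration at half of the fitted maximal effect; 0% = DMSO controls and full agonism = EC100 isoproterenol or metaproterenol; nearly all actives have a fitted effect of over 65% in size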
TRPV1 agonist – HTS Assay for Compounds that Act as Agonists of the Vanilloid Receptor 1; Transient receptor potential cation channel subfamily V member 1 (Homo sapiens), Q8NER1; TRPV1-expressing cells, Fluo-8 calcium influx, agonist mode; activation, % at 8.33 µM; actives 0.19% (n = 320,000); AID 540275, 2011; in the data active means activation above about 80%; inconclusive means between about 30% and that limit; further: 0% is about no effect
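Fluo-8 calcium influx in TRPV1-expressing cells, kinetic read (ex 480/em 520 nm). Compound added and read 3 min for agonist activity, followed by capsaicin at EC20 final and 2 min further read for enhancement.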
CXXC DNA block – qHTS Fluorescence Polarization Assay for Inhibitors of MLL CXXC domain - DNA interaction; Histone-lysine N-methyltransferase 2A (Homo sapiens), Q03164; Potency, µM (titrated, usually from 115 µM), without a hit: top-dose activity change, negative = inhibition, most hits filed as inhibitors; actives 0.037% (n = 290,000); MLL-CXXC / FITC-HOXA9 DNA fluorescence polarization; AID 2662, 2010; active means well fitted inhibition curve with a large enough effect in the polarisation, with a control signal flat, not every such curve was filed as active; inconclusive means small, poorly fitted or top-dose-only effect, or effect the other way, or a change in a side signal; inactive means no such curve, though single readings can be large or run the other way; the % refers to the polarisation; further: potency means the concentration at half of the fitted maximal effect
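Purified MLL-CXXC (added from a 7 uM solution) was preincubated 5 min at ambient with pinned compounds in 50 mM Tris-HCl pH 7.5, 50 mM NaCl, 1 mM DTT, 0.05% BSA. Fluorescein-labeled HOX-A9 DNA (50 nM solution) followed, 30 min, then polarization read.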
Giardia kill – Small Molecules that selectively kill Giardia lamblia: qHTS | actives 0.15% (n = 340,000) | AID 540267, 2011 | activity change, % at 7.66 µM, hits read low | Giardia lamblia trophozoite viability; in the data active means activity change below about -80%; inconclusive means between about -30% and that limit;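 further: parasites exposed to compound for two days anaerobically before the ATP read; on the % scale 0 is the no-effect control and ±100 the full control effect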
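Killing of trophozoites was scored by loss of ATP luminescence after a 48 hrs anaerobic exposure to compounds at 37 deg C, using 100 cells per well.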
FBPA coupling cs – qHTS Assay for Inhibitors of Fructose-1,6-bisphosphate Aldolase from Giardia Lamblia: Coupling assay counterscreen; coupling enzyme system counterscreen, AmpLite Red fluorescence; activity change, negative = inhibition, % at 58.2 µM, hits read low; actives 0.67% (n = 290,000); in the data active means activity change below about -30%; further: on the % scale 0 is the no-effect control and ±100 the full control effect
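Counterscreen of the coupled detection system alone, without aldolase: glyceraldehyde-3-phosphate coupling enzymes plus AmpLite Red readout. Compounds at 57.5 uM final, 10 min RT preincubation, 20 min RT reaction, fluorescence 525/598 nm.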
KCNH2 3.1 inh – qHTS for Inhibitors of KCHN2 3.1: Mutant qHTS; U2OS KCNH2 3.1, thallium flux FluxOr; hits give low values; Potassium voltage-gated channel subfamily H member 2, brain isoform KCNH2 3.1 (human); AID 720553, 2013; activity change, % (tested at about 1.8 µM); actives 0.95% (n = 340,000);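 active means maximum activity change below -70%; inconclusive means maximum activity change from -70% to -50%; inactive means maximum activity change above -50%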;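 further: thallium influx rate constant from kinetic fluorescence after stimulation buffer; on the % scale 0 is the no-effect control and ±100 the full control effect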
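Virally transduced U2OS (3.1 isoform, 4 h infection in dark at RT) → overnight 37 C → FluxOr + Red40 in HBSS/HEPES, 45 min → stimulation buffer, 2 min kinetic read → rate constant vs DMSO controls.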
Numbers without * were called inactive; ? = inconclusive; . = not tested or not shown; [ ] = dose if it differs, or a comment. Unless noted, the call rests on the fitted dose curve; in most records, active means well fitted curve in the direction sought with a large enough effect; inconclusive means small, poorly fitted or top-dose-only effect, or another doubt; inactive means no such curve, though single readings can be large; an effect the other way counts as inactive or inconclusive. The list is partial; the hit share may differ from the screen's.

SMILES	Menin MLL FP TR	USP2a inh	PKM2 activator	GALK inhibitor	hERG WT inh	B2AR arrestin	TRPV1 agonist	CXXC DNA block	Giardia kill	FBPA coupling cs	KCNH2 3.1 inh
Nc1nc(NCCOCCO)nc(NCc2ccccc2)c1[N+](=O)[O-]	11%	0%	.	5%	3	-0.2%	1	0%	-12	-3	-6
O=[N+]([O-])c1ccc(Oc2cccc(Br)c2)c2ccncc12	-24%	4%	-4%	-1%	2	0.1%	0	14%	?	-12	1
COc1ccc(/C=N/NC(=O)c2ccn[nH]2)cc1COc1ccc(Cl)cc1Cl	?	-1%	-27%	1%	8	0.2%	-4	10%	0	1	0
Cc1cc(C)c(C(=O)CSc2nnc(C)c(=O)[nH]2)cc1C	0%	1%	0%	-2%	-5	0.5%	0	1%	14	7	0
COc1ccc(C(=O)CC(SCC(NC(C)=O)C(=O)O)c2ccc(Cl)cc2)cc1OC (stereo unspecified)	-3%	-1%	.	-1%	1	-0.2%	-1	-17%	?	7	-3
Cc1ccc(C)c(N=Nc2nc3ccccc3n2C)c1	-5%	1%	-21%	-1%	-2	-0.3%	21	-18%	-22	-7	-5
CCCOC(=O)CSc1nnc(-c2ccc(Cl)cc2Cl)o1	-1%	-1%	-1%	1%	-5	0.0%	12	1%	-2	2	-1
CCN1CCCC1CNC(=O)c1cc2c(OC)cccc2[nH]1 (stereo unspecified)	11%	-7%	.	3%	21	-0.8%	-3	?	0	1	3
CCN(CC)CCN(C(=O)c1ccc(Br)s1)c1nc2cc3c(cc2s1)OCCO3	1%	8%	0%	1%	10	0.4%	0	111%[activator]	13	-1	-5
O=C(c1ccc(CNc2c(N3CCCC3)c(=O)c2=O)cc1)N1CCN(C2CCCCC2)CC1	-10%	4%	0%	.	-7	-0.7%	-2	5%	7	2	-8
CCOC(=O)c1c(C)[nH]c(C(=O)/C(C#N)=C/c2ccc(OC(F)F)c(OC)c2)c1C	14%	1%	15%	-6%	5	0.6%	-2	13%	-23	5	2
O=C(O)c1ccc(Sc2nnnn2-c2ccccc2)c([N+](=O)[O-])c1	?	3%	-1%	0%	5	-0.4%	-1	13%	3	10	-12
COc1ccc(C2N(c3ccc(Cl)cc3)N=C(C(C)=O)N(C)N2C(C)=O)cc1 (stereo unspecified)	5%	-1%	-1%	-1%	-10	0.0%	1	-1%	-10	-1	-2
CCCCNC(=O)C(=O)NC(C)CCc1ccccc1 (stereo unspecified)	13%	0%	-1%	0%	19	-0.9%	14	-9%	-19	-1	.
Cc1cc(C(=O)N2CCN(c3ncccn3)CC2)c2cc(F)ccc2n1	1%	-1%	-2%	6%	1	0.0%	-1	-1%	-10	0	-15
N#Cc1c(-c2ccccc2)nc(SCC(=O)Nc2nnc(C(F)(F)F)s2)[nH]c1=O	24%	-3%	.	14%	12	0.4%	0	-3%	-21	23	7
CCCCC(OC(=O)c1ccco1)C(=O)NCc1ccc(C)cc1 (stereo unspecified)	-17%	1%	0%	18%	-13	-0.1%	26	-7%	3	1	?
CC1(C)c2[nH]c3ccccc3c2C[C@H]2C(=O)N(N)CC(=O)N21	23%	-5%	.	.	-12	-0.2%	0	5%	-11	2	-1
C=CCSc1nc2ccsc2c(=O)n1-c1cccnc1	-12%	5%	0%	-1%	1	-0.9%	-1	2%	-8	3	-23
CC1=C(C(=O)NC(C)C)C2(CCC(C)CC2)OC1=O (stereo unspecified)	-10%	-3%	-1%	0%	-41	-0.8%	1	-5%	-2	-1	12
CN(CCc1ccccc1)C(=O)c1cccc(NC(=O)Cc2ccc([N+](=O)[O-])cc2)c1	.	1%	.	.	-28	0.1%	.	.	7	.	-22
CC1(c2cccc([N+](=O)[O-])c2)CC(C)(C)N(C(=O)c2ccccc2)c2ccccc21 (stereo unspecified)	-15%	1%	-4%	1%	0	-2.4%	7	15%	-23	-3	-4
CCN(CC)S(=O)(=O)c1ccc(N/N=C(\C)c2ccncc2)nc1	3%	0%	-9%	1%	-1	-0.2%	-1	0%	23	-5	12
COc1cc(/C=C/C(=O)O)cc(S(=O)(=O)NCCCC(=O)O)c1OC	16%	4%	13%	0%	3	0.2%	1	-7%	-10	4	-3
COc1cccc(CNC(=O)CCC2CCCN(c3cc(C)nc(N4CCCC4)n3)C2)c1 (stereo unspecified)	13%	-1%	-25%	1%	7	-1.0%	0	-1%	8	0	-2
COc1ccc(NC(=O)C2CCCN(S(=O)(=O)c3c(C)[nH]c(=O)[nH]c3=O)C2)cc1OC (stereo unspecified)	9%	6%	-1%	0%	6	-0.1%	2	-3%	3	0	-11
Cn1c(CO)cnc1SCC(=O)c1ccc(Cl)cc1	2%	2%	-19%	6%	-3	0.2%	7	25%	3	1	-12
Cc1nn(Cc2ccc(Cl)c(Cl)c2)c(C)c1NC(=O)c1sc2ccccc2c1Cl	13%	4%	-7%	0%	-6	3.0%	-1	-15%	4	4	-18
CC(C)NC(=O)CCn1nc(-c2ccc(Cl)cc2)c2ccccc2c1=O	-15%	-1%	5%	-1%	2	-0.1%	1	-16%	-3	-2	-10
Cc1ccc(-c2csc(NC(=O)CN3CCOCC3)n2)cc1	0%	0%	.	4%	-2	-0.3%	?	0%	-1	0	-8
CCN1CCN(Cc2ccc(NC(=O)CC3Oc4ccc(C)cc4NC3=O)cc2)CC1 (stereo unspecified)	2%	-2%	-17%	0%	-3	0.4%	3	-10%	2	0	10
CCOC(=O)c1cc2cc(OC)ccc2nc1C	-12%	1%	-2%	2%	-5	-1.1%	-1	-9%	2	0	32
Cc1ccccc1OCCC(=O)OCC(=O)N1c2ccccc2NC(=O)C1(C)C	.	1%	.	.	-9	-0.2%	-1	.	2	.	-4
CN(CC(=O)NCCc1ccccc1)S(=O)(=O)c1cnc[nH]1	-24%	2%	4%	3%	-12	-0.6%	3	8%	-11	-1	-7
C=CCOc1c(Cl)cc(C(=S)N2CCCC2)cc1OCC	-20%	2%	4%	-3%	-1	-0.3%	20	4%	-21	1	-6
O=C(Nc1ccc(Oc2cccc(C(F)(F)F)c2)nc1)c1cccs1	.	-1%	-10%	0%	2	0.2%	-2	-1%	-19	-12	-16
O=C(Nc1cccc(Cl)c1)Nc1cccc(Cl)c1	?	4%	-1%	-3%	6	-0.2%	3	3%	-7	-6	-1
O=C(Nc1ccc2nc3n(c(=O)c2c1)CCCC3)c1cc([N+](=O)[O-])ccc1F	16%	6%	5%	-1%	1	-0.7%	-3	8%	8	-3	8
COc1cc(Nc2cccc[n+]2C)cc(OC)c1OC	5%	0%	.	-3%	-3	-0.8%	3	-12%	-1	0	2
C=CCc1c(C)nc(-c2ccccc2)nc1N/N=C(\C)c1ccc(N)cc1	12%	-2%	18%	.	13	-1.8%	6	4%	0	0	-7
O=c1c2c(nc3cc(-c4ccc(F)cc4)[nH]n13)CCC2	2%	2%	-6%	.	3	-0.1%	-1	2%	-28	3	9
CN(C)c1ccc(N=Nc2ccc(S(=O)(=O)O)cc2)c2ccccc12	?	-9%	-20%	6%	.	0.1%	-3	5%	-1	5	9
O=C(O)C=C1CCN(c2ncc(C(F)(F)F)cc2Cl)CC1	-1%	-1%	-1%	3%	-4	-0.1%	-1	-13%	-13	8	10
CCCNC(=O)COc1ncnc2sc(C)c(C)c12	.	1%	1%	-5%	-17	0.1%	2	-4%	-12	0	9

Assay outcomes: PubChem, National Center for Advancing Translational Sciences (NCATS)
